ABCB6 inh MLPCN: ABCB6 transporter inhibitors, primary screen, K562-ABCB6 cells, flow cytometry, MLPCN library. ATP-binding cassette sub-family B member 6 (Homo sapiens), Q9NP58. fluorescence ratio to DMSO, % at 10 µM. K562-ABCB6 porphyrin accumulation, 1 h; stronger effect = lower value. 360,000 tested, 0.19% active;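 active = fluorescence ratio to DMSO below 75%, the collection mean minus 3 SD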;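 also: signal is porphyrin accumulated inside mitochondria; 100% equals median channel fluorescence of DMSO control wells; lower ratio means ABCB6 inhibition with less porphyrin fluorescence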
PDI turbidity: inhibitors of human PDI, primary screen, biochemical, turbidity, single point, plate reader; AID 588391, 2011; inhibition, % at 10 µM; 350,000 tested, 0.052% active; PDI insulin aggregation turbidity, A650, 90 min; Protein disulfide-isomerase (Homo sapiens), P07237;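 active = mean inhibition across replicates of 30% or more, whatever share of single replicates reach that level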;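 also: absorbance from insulin aggregation driven by PDI reduction with DTT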
Glyco luc inh: increase of ERlucT glycosylation luciferase signal, primary screen, N-linked glycosylation inhibitor project, D54 ERlucT cells, luminescence, set 2; reporter increase, % at 12.5 µM; AID 588692, 2011; 360,000 tested, 0.23% active; D54 ERlucT glycosylation luciferase reporter, 24 h; percent of 100 nM tunicamycin response;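 active = mean luciferase reporter signal, scaled so untreated is 0 and the glycosylation-blocking control 100, at or above a set limit in every replicate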;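 also: luciferase carries N-glycosylation sites so blocking glycosylation raises the light; 0% = median of neutral control wells and 100% = median of 100 nM tunicamycin wells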
m5-HT2A agonist: mouse Htr2a agonists via beta-arrestin recruitment, primary screen, cell-based, luminescence. 5-hydroxytryptamine receptor 2A (Mus musculus), P35363. CHO-K1 mHTR2A beta-arrestin complementation; percent of 30 µM serotonin response. activation, % at 7.6 µM. 360,000 tested, 0.66% active. AID 624169, 2012;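 active = activation above a run cutoff, the mean activation of all tested compounds plus 3 SD, cut at about 14% in these data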;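 also: 0% = plate median of compound wells and 100% = 30 µM serotonin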
MC4R antagonist: MC4R antagonists of cAMP signaling, primary screen, cell-based, TR-FRET, antagonist arm of biased-ligand search | MC4R-expressing cells, MTII-stimulated cAMP, LANCE TR-FRET | inhibition, % at 6.5 µM | 360,000 tested, 0.48% active;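 active = inhibition above its plate's cutoff, the mean of tested wells on that plate plus 3 SD, cut at about 29% in these data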;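 also: 0% = Melanotan II alone and 100% = Melanotan II plus saturating MCL0020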
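material = U2OS cells stably expressing human melanocortin 4 receptor (MC4R) | also added = Melanotan II challenge | dosing = single nominal compound dose of 6.5 µM | detection = TR-FRET with Eu-cAMP and labeled anti-cAMP, 671 nm | replication = singlicate | timing = compound 30 min, challenge 1 h, detection 1 h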
Exocytosis inh: LAMP-1 surface exposure blockers, TALL-104 cells – cell-based, flow cytometry, MLPCN library, primary screen. 360,000 tested, 0.66% active. inhibition, % at 10 µM. TALL-104 LAMP-1 surface exposure; cells stimulated with thapsigargin and PMA;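 active = inhibition above about 55%, limit read from the data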
ABHD5 PLIN5 PPI: ABHD5-PLIN5 interaction inhibitors, primary screen, cell lysate, split luciferase complementation, luminescence. Perilipin-5 (Homo sapiens) + 1-acylglycerol-3-phosphate O-acyltransferase ABHD5 (Homo …. Split G. princeps luciferase complementation, 4 h. inhibition, % at 4 µM. 360,000 tested, 0.78% active. AID 602281, 2012;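 active = inhibition above the mean inhibition across every tested compound plus 3 SD, cut at about 22% in these data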;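 also: 0% = DMSO only wells and the 100% control is not disclosed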
Target sequence (Q00G26 whole entry, looked up): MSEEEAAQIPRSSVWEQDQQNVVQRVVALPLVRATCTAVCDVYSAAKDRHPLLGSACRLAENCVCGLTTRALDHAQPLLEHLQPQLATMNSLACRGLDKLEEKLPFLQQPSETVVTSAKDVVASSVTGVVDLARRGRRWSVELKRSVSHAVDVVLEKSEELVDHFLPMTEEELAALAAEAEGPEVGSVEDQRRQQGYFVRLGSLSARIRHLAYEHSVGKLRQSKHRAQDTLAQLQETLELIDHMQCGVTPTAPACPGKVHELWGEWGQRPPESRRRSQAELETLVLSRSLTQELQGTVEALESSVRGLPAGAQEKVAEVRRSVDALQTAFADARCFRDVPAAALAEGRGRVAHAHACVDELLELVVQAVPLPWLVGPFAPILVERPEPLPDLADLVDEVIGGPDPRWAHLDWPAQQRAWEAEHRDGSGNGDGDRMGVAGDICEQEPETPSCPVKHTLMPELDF
Target sequence (Q8WTS1 whole entry, looked up): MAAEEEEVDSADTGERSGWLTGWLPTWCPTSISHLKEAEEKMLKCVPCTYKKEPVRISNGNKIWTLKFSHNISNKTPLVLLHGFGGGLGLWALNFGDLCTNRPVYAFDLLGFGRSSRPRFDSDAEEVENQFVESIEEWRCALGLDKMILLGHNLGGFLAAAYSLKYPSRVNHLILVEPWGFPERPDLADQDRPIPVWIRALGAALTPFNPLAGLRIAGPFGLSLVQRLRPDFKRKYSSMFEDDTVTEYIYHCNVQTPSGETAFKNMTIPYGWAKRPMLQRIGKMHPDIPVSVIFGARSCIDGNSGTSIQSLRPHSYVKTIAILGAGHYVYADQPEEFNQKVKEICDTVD
MC4R barr agon: MC4R agonists recruiting beta-arrestin, primary screen, cell-based, luminescence, agonist arm of biased-ligand search; Melanocortin receptor 4 (Homo sapiens), P32245; U2OS MC4R beta-arrestin complementation; percent of melanotan II response, DMSO zero; activation, % at 8.9 µM; 360,000 tested, 0.98% active;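 active = activation above a per-plate cutoff, the mean activation of sample wells on that plate plus 3 SD, cut at about 8% in these data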
H9c2 protect: cardioprotection against H2O2-induced cell death, primary screen, uHTS, H9c2 cells, ATPLite luminescence; AID 588492, 2011; H9c2 cardiomyocytes, H2O2 injury protection, 2 h; 360,000 tested, 0.63% active; protection from H2O2 cell death, % at 20 µM;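 active = compounds giving at least 50% protection of heart cells from peroxide-induced death in the single-dose screen, raw or plate-pattern-corrected value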;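 also: 0% = DMSO wells with peroxide and 100% = DMSO wells without peroxide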
CaV13 ICDI inh: Disruptors of the CACNA1D IQ motif to Ca2+-dependent inactivation inhibitor domain association, primary screening, Förster resonance energy transfer in intact living …; inhibition, % at 12.3 µM; HEK cells, CFP/YFP FRET ICDI-IQ, plate reader, 10 min; percent FRET-ratio fall versus neutral wells; 340,000 tested, 0.098% active;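 active = mean replicate inhibition of at least 30% and at least 1% of replicates passing that level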;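 also: 0% = median of the neutral control wells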
* hit, by the source's call; x = not tested or not shown.

SMILES | ABCB6 inh MLPCN | PDI turbidity | Glyco luc inh | m5-HT2A agonist | MC4R antagonist | Exocytosis inh | ABHD5 PLIN5 PPI | MC4R barr agon | H9c2 protect | CaV13 ICDI inh
Cc1ccc(S(=O)(=O)N2C[C@H]3[C@H]4C(=O)N(c5ccccc5)C(=O)[C@H]4C[C@H](OC(=O)NC4CCCC4)[C@@]3(O)C2)cc1 | 95 | -7 | 2 | 5 | 4 | 10 | 9 | -0.4 | 3 | -5
O=C1CCc2cc(S(=O)(=O)N3CCN(c4cccc(Cl)c4)CC3)ccc2N1 | 80 | 2 | 3 | 5 | 10 | -5 | 5 | 0.5 | -2 | -2
CC(=O)Nc1ccc(NS(=O)(=O)c2cccc3ccccc23)cc1 | 95 | 13 | 1 | 1 | 14 | -4 | -1 | -2.9 | -5 | -4
Cc1ccc(NS(=O)(=O)c2cc3c4c(c2)CC(=O)N4CCC3)cc1C | 97 | -5 | -1 | -2 | 5 | -1 | 5 | -0.5 | 0 | -15
CC(C)(C)n1nnnc1C(c1ccccc1)N1CCN(c2ccccc2)CC1 (configuration not stated) | 97 | x | x | 3 | x | -1 | 2 | x | x | -6
COc1cccc(CNc2nc3cc(-c4cccc(Cl)c4)sc3c(=O)n2C)c1 | 92 | -2 | -4 | 5 | -4 | 1 | 7 | -1.1 | -19 | -8
CCC(=O)N(C)C[C@H]1Oc2cc(-c3ccccc3F)ccc2S(=O)(=O)N([C@H](C)CO)C[C@H]1C | 97 | 23 | 3 | 2 | 13 | -1 | 4 | 0.5 | -3 | x
COc1ccc(CN(C)C(=O)c2ccc3ccccc3n2)cc1F | 160 | -5 | -1 | -4 | -15 | -5 | -8 | -2.1 | -1 | -4
O=C(N/N=C/c1cccs1)c1ccc(-n2cccc2)cc1 | 103 | 2 | -2 | -10 | 9 | -1 | -8 | -1.7 | 12 | 8
CCCn1c(=O)c2ccccc2n2c(SCCOc3ccccc3F)nnc12 | 91 | -1 | 1 | -2 | 3 | 3 | 1 | -0.9 | 6 | -4
CCC(C)NC(=O)[C@@H]1CCCN1C(=O)C1CCN(S(=O)(=O)c2ccc(C)cc2)CC1 (some centres not stated) | 105 | 7 | -1 | 6 | 0 | -4 | 3 | -4.5 | 1 | -12
O=C(NC1CCCN(Cc2ccccc2F)C1)C1CCC1 (configuration not stated) | 96 | 13 | 1 | 1 | 0 | 11 | 0 | -0.7 | -1 | -20
COc1ccc2cc3c(N)nn(C(=O)Cc4c[nH]c5ccccc45)c3nc2c1 | 98 | 7 | -14 | 3 | -2 | 10 | 5 | 0.0 | 32 | -2
O=C1CCN(Cc2ccccc2)C=C1c1ccc(C(F)(F)F)cc1 | 103 | 4 | 1 | 1 | -4 | -2 | 2 | 1.3 | -9 | -10
O=C1CC(c2ccco2)Cc2nc(N3CCc4ccccc4C3)ncc21 (configuration not stated) | 102 | -5 | -3 | -2 | 1 | 1 | 28* | -0.3 | 2 | -5
CC1(C)CC(=O)C2=C(C1)NC(SCC(N)=O)=C(C#N)C21CCCCC1 | 103 | 13 | 2 | -1 | 5 | 1 | -8 | -1.1 | 15 | x
O=[N+]([O-])c1ccc(S(=O)(=O)Nc2ccncc2)cc1 | 93 | 3 | 0 | 2 | 0 | -3 | -2 | -1.0 | 6 | -5
CC(C)(C)C1CCC(N2CCN(c3ccccc3)CC2)CC1 (configuration not stated) | 100 | -3 | -2 | 1 | 10 | 14 | 6 | 3.0 | -6 | -5
CCOC(=O)Cc1ncccc1C(=O)Nc1ccc(Oc2ccccc2)cc1 | 98 | 1 | -1 | -3 | 16 | -1 | 1 | 3.9 | 7 | -2
CN(C)C(=O)CSCc1c(Cl)cccc1Cl | 103 | -7 | -1 | 1 | 12 | -2 | 3 | -1.5 | 1 | x
Cc1ccc(-c2nn(CC(=O)O)c(=O)c3ccccc23)cc1 | 93 | 3 | 1 | -2 | 6 | -1 | 0 | -0.4 | 7 | -3
Cc1ccc(-n2c(CSc3nc(C)cc(C)n3)nnc2SCC(=O)Nc2nccs2)cc1 | 100 | 0 | 1 | 0 | 7 | -1 | -1 | 0.9 | 1 | -6
CCOC(=O)Cc1c(C)nc2c(-c3cccc(Br)c3)cnn2c1C | 94 | -16 | 5 | 4 | 21 | -1 | 1 | 0.1 | -5 | -3
Cn1c(=O)c(=O)n(C)c2cc(S(=O)(=O)CCC(=O)NCc3ccccc3)ccc21 | 99 | x | 1 | -1 | 9 | 4 | -4 | 1.6 | 11 | -3
CC(=O)N(\C=C/C=C/C=C1\Sc2ccccc2C1=O)c1ccccc1 | 580 | 8 | 0 | 0 | 9 | 0 | 14 | -0.2 | -7 | -19
CCn1c(SCC(=O)Nc2cc(C)on2)nc2c([nH]c3ccccc32)c1=O | 105 | 3 | 17 | -7 | 12 | -4 | 3 | -1.1 | 6 | -10
O=C(Nc1ccccc1)OCCc1ccccc1 | 96 | x | -5 | -3 | x | -5 | -3 | x | -4 | x
CCCc1cnc(Nc2nc(C(N)Cc3ccc(OC)cc3)cs2)nc1 (configuration not stated) | 95 | -3 | -1 | 0 | 6 | 1 | 16 | -0.1 | -1 | -5
CSCC[C@H](NC(=O)c1cccc(S(=O)(=O)N2CCCCC2)c1)c1nc2ccccc2[nH]1 | 102 | -2 | -1 | 8 | 5 | 1 | 9 | -1.1 | -1 | -4
COC(=O)c1cc(=O)n2c(-c3ccccc3)csc2n1 | 112 | -7 | 1 | 1 | 2 | 0 | 2 | -2.1 | -8 | x
COC(=O)c1sccc1NC(=S)N1CC(C)CC(C)C1 (configuration not stated) | 98 | 5 | -1 | 0 | 2 | 5 | -1 | -2.3 | -2 | x
O=C(O)COc1ccccc1/C=N/n1c(C2CCCCC2)n[nH]c1=S | 98 | 10 | 4 | 12 | -5 | -1 | -2 | -0.5 | 2 | -3
CN1CCC(NC(=O)NC2CCCCC2)CC1 | 102 | 1 | 1 | 2 | 6 | -2 | 2 | 0.1 | 3 | -3
CCCC(=O)Nc1cc(OC)c(OC)cc1C(=O)O | 109 | 1 | -1 | -2 | -4 | 0 | 0 | 1.8 | -4 | -4
Cc1cc(/C=C2\NC(=O)NC2=O)c(C)n1-c1cccnc1 | 98 | 2 | 1 | 7 | 4 | -15 | 1 | 0.8 | -6 | -5
N=C1C(c2nc3ccccc3s2)=C(O)CN1NC(=O)c1ccco1 | 99 | 0 | 1 | 0 | -7 | -5 | -7 | 0.8 | 6 | -3
Cc1cc(C2CCCCC2)n(O)c(=O)c1 | 93 | 3 | -10 | -4 | 6 | 2 | 9 | -1.7 | 69* | -5
COc1cc(CNCCNCC(C)O)ccc1OCc1ccc(Cl)nc1 (configuration not stated) | 101 | 13 | -3 | 3 | 5 | -6 | 6 | 0.3 | 10 | -2
COc1ccc(C2=NN(C(=O)CN3CCCCC3)C(c3ccc(OC)cc3)C2)cc1 (configuration not stated) | 94 | 3 | -3 | 1 | 11 | 2 | 3 | -1.4 | -1 | 13
COc1ccc(OC)c(NC(=O)COc2ccc(S(=O)(=O)N3CCCC3)cc2)c1 | 96 | 21 | -2 | -9 | 5 | 18 | 1 | -1.6 | -1 | -4

Record cards, from the list above:
Profile of CCCC(=O)Nc1cc(OC)c(OC)cc1C(=O)O = ABCB6 inh MLPCN = 109; PDI turbidity = 1; Glyco luc inh = -1; m5-HT2A agonist = -2; MC4R antagonist = -4; Exocytosis inh = 0; ABHD5 PLIN5 PPI = 0; MC4R barr agon = 1.8; H9c2 protect = -4; CaV13 ICDI inh = -4
Profile of CC(C)(C)n1nnnc1C(c1ccccc1)N1CCN(c2ccccc2)CC1 (configuration not stated) = ABCB6 inh MLPCN = 97; PDI turbidity = x; Glyco luc inh = x; m5-HT2A agonist = 3; MC4R antagonist = x; Exocytosis inh = -1; ABHD5 PLIN5 PPI = 2; MC4R barr agon = x; H9c2 protect = x; CaV13 ICDI inh = -6

(continued)
SMILES | ABCB6 inh MLPCN | PDI turbidity | Glyco luc inh | m5-HT2A agonist | MC4R antagonist | Exocytosis inh | ABHD5 PLIN5 PPI | MC4R barr agon | H9c2 protect | CaV13 ICDI inh
CCOC(=O)C(=O)Nc1ccc(OC)c(Cl)c1 | 105 | -7 | 0 | 0 | -9 | -1 | -14 | 0.9 | 6 | -6
COc1ccc(CC(=O)Nc2cc3oc4ccccc4c3cc2OC)cc1 | 107 | 11 | 0 | 1 | 29* | 0 | 2 | -0.6 | -6 | -2
Cc1cnc(C(=O)OCC(=O)Nc2cc(-c3ccccc3)nn2-c2ccccc2)cn1 | 92 | -46 | 1 | 1 | 8 | -3 | 6 | -2.8 | 0 | -6
Cc1cccc(N(CC(N)=O)C2SC(=O)N(c3ccccc3)C2=O)c1 (configuration not stated) | 97 | 3 | 1 | -1 | 4 | -1 | -13 | 0.6 | 20 | 0
COc1ccc(C)cc1S(=O)(=O)N(CC(=O)Nc1cccc([N+](=O)[O-])c1)c1ccccc1 | 96 | 1 | -2 | 2 | 16 | 2 | -11 | -1.1 | 1 | -3
CN1C(C(=O)NCc2cccc(C(F)(F)F)c2)CC2Cn3c(nc4cc5ccccc5cc43)C21 (configuration not stated) | 97 | -1 | 6 | 5 | 3 | -3 | -2 | -1.5 | -8 | -10
CCC(=O)N1CCc2cc(S(=O)(=O)CCC(=O)Nc3ccc(OC)c(OC)c3)ccc21 | 104 | 7 | -1 | -3 | 4 | -11 | 2 | -0.6 | 6 | 5
COc1ccc(CNC(=O)COC(=O)c2cc(C)oc2C)cc1 | 92 | -2 | 4 | 6 | -3 | 10 | 1 | -1.6 | 2 | -10
CCc1cccc(CC)c1N1C(=O)COCC1=O | 77 | -6 | -1 | 5 | 1 | 0 | -2 | -1.0 | 0 | -5
O=C(CNC(=O)Cc1ccccc1)NCc1cccs1 | 102 | -3 | 2 | 3 | 6 | -21 | 1 | -0.1 | -2 | -5
Cc1cccc(OCCCC(=O)Nc2nccs2)c1C | 94 | 1 | -4 | 0 | 3 | -3 | 0 | 2.5 | -6 | -6
Cc1cccc(NC(=O)c2c(O)c3ccccc3n(C)c2=O)c1 | 84 | 5 | -2 | -2 | -5 | -24 | 8 | -1.4 | 5 | -2
COC(CNC(=O)c1ccc(CS(=O)(=O)c2ccccc2)o1)OC | 100 | 1 | 1 | -7 | 5 | -1 | 3 | -0.1 | 2 | -21

Bioassay records (PubChem BioAssay)
